Screens: PubChem, National Center for Advancing Translational Sciences (NCATS)
PLK1 PBD inh = blocks phosphopeptide binding to human PLK1 polo-box domain | Plk1 PBD binding of FITC phosphopeptide, fluorescence polarization | Potency, µM, inactives show max response, negative = inhibition, usual class: inhibitors | actives 2.8% (n = 360,000) | AID 720504; note: potency is the fitted concentration of half-maximal effect; series mostly up to about 57 µM; % is set by controls: 0 for no effect and ±100 for the full control effect; nearly all actives have a fitted effect of over 65% in size
Target sequence (P53350 whole entry, looked up, the tested form may be a part): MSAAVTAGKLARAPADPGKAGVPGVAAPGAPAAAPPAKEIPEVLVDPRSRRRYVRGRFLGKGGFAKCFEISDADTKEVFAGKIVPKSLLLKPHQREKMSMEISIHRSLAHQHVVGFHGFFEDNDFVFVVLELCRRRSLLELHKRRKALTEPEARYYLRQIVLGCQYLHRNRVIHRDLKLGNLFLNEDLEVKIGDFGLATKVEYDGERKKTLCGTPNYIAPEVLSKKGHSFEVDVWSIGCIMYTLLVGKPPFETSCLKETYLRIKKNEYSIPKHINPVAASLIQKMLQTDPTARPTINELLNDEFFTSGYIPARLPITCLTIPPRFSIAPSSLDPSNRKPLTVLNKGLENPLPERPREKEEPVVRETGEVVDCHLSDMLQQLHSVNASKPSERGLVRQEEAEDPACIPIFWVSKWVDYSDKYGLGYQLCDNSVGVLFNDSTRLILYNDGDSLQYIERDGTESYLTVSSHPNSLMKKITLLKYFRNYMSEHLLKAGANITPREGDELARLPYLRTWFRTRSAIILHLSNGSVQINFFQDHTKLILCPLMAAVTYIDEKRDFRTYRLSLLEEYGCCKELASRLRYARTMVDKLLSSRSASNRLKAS
IL-2 act = IL-2 activation. IL-2 activation reporter assay, cell-based qHTS; stimulated with anti-CD3/CD4/CD28 beads; in transgenic mouse T cells. activation, % (series mostly up to about 46 µM). actives 0.065% (n = 360,000); in the data active = activation above about 50%; inconclusive = mostly about 30% to 49%; note: 0% is about no effect
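First, unstimulated transgenic mouse T cells were exposed to compound for 60 min. Next, anti-CD3/anti-CD4-coated beads with anti-CD28 were added. Finally, after 18 h at 37 degrees C, EGFP and DsRed were imaged.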
EPAC1 antagonist = antagonists of human EPAC1. O95398. EPAC1 GEF assay, Rap1b-BODIPY-GDP exchange fluorescence. Potency, µM (doses to about 115 µM), inactives show at the highest dose activity change, negative = inhibition, actives largely listed as inhibitors. actives 0.14% (n = 360,000);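 note: potency is the fitted concentration of half-maximal effect; plate controls were vehicle for no effect and positive control for full effect; nearly all actives have a fitted effect of over 50% in size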
GLP1R inv ag = inverse agonists of human GLP-1 receptor; P43220; HEK293 GLP-1R CRE-luciferase, luminescence, 24 h; GLP-1R form is constitutively active; Potency, µM (titrated, usually from 38.3 µM), inactives show top-dose activity change, negative = inhibition, most hits filed as inhibitors; actives 1.6% (n = 410,000); AID 624417; note: potency is the fitted concentration of half-maximal effect; % is set by controls: 0 for no effect and ±100 for the full control effect; nearly all actives have a fitted effect of over 55% in size
Target sequence (P43220 whole entry, looked up): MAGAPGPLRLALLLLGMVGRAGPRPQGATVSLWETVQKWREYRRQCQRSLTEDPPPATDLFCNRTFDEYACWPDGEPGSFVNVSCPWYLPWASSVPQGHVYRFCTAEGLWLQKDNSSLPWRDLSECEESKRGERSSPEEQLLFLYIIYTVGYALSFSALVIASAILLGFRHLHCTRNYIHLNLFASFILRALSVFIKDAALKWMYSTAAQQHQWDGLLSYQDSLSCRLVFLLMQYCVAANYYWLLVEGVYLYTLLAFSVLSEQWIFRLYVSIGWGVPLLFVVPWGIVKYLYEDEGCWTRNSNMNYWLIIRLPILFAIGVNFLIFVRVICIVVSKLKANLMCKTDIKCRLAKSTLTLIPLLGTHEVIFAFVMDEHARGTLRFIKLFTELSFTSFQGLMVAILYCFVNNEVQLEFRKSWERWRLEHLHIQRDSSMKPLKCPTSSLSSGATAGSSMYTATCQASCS
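Inverse agonism was detected as reduced cAMP-driven luciferase luminescence after 24 h compound treatment. The cells were HEK293 clones expressing constitutively active human GLP-1R with the reporter. Reporter-only and GPR119 cell lines served as counterscreen controls.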
GLP1R ag = activates the human GLP-1 receptor; Potency, µM (series often up to 45.6 µM), inactives show top-dose activation, hits mostly activators; HEK293 GLP-1R CRE-luciferase, luminescence, 4-6 h; cells express a hypersensitive GLP-1R form; actives 0.007% (n = 380,000); P43220; note: potency is the fitted concentration of half-maximal effect; % of control where 0% means no effect
PI5P4Ka inh = PI5P4K alpha (human) kinase inhibition; PI5P4Kalpha enzyme, ADP-Glo luminescence, 60 min; hits give low values; max response, %; actives 1.2% (n = 330,000); active = max response of -50% or lower; inconclusive = between -30% and -50%; inactive = -30% or higher; note: value at the top dose of about 77 µM; % is set by controls: 0 for no effect and ±100 for the full control effect
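Reactions run in 0.038 M HEPES pH 7.4, 0.28 mM EGTA, 0.1% CHAPS and 5% DMSO, with PI5P4Kalpha, substrate, compound and 5 microM ATP final, one hour at room temperature. Readout is ADP-Glo luminescence.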
PTHR1 agonist = agonists of human PTHR1 parathyroid hormone receptor. Potency, µM (top dose mostly 115 µM), without a hit: top-dose activation, hits mostly activators. Q03431. HEK293 GP2 PTHR1 cells, GloSensor cAMP luminescence, 1 h. actives 0.075% (n = 410,000); note: potency is the fitted concentration of half-maximal effect; nearly all actives have a fitted effect of over 55% in size; some results filed as inactive show a strong effect at the top dose; inactives centre near -15; many of its hits are not listed in these tables
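HEK-293-derived GP2 cells expressing PTHR1 and a GloSensor cAMP reporter, 3,000/well, plated overnight, given luciferin plus IBMX (each 0.5 mM as added) for 1 h at 37 °C, then compound for 1 h at 37 °C. Luminescence was read after 15 min at room temperature.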
GLP1R cytotox = cytotoxic in the GLP-1 receptor inverse agonist counter-screen; Potency, µM (titrated, usually from 38.3 µM), for the others: top-dose activity change, negative = inhibition, most hits filed as inhibitors; HEK293 cAMP-luciferase reporter cells, luminescence, 24 h; actives 0.13% (n = 410,000); AID 624418;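 note: loss of luciferase light is scored as toxicity; potency is the fitted concentration of half-maximal effect; % is set by controls: 0 for no effect and ±100 for the full control effect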
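1536-well qHTS counterscreen of the MLSMR; 200 cells/uL, 12 h pre-incubation, 23 nL cpd, 24 h at 37 deg C 5% CO2, luciferase detection reagent, 12 min RT, luminescence. Inhibition = undesired.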
EPAC1 agonist = agonists of human EPAC1. O95398. actives 0.073% (n = 360,000). Potency, µM (highest dose often 154 µM), for the others: at the highest dose activation, hits mostly activators. EPAC1 agonist qHTS, biochemical assay; response scale: 100% = response to 6.5 mM cAMP; note: potency is the fitted concentration of half-maximal effect; nearly all actives have a fitted effect of over 60% in size
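Multi-concentration qHTS readout: loss of Rap1B-bound BODIPY-GDP fluorescence driven by 100 nM EPAC1 with excess GDP (50 uM), monitored kinetically at room temperature; agonist response expressed relative to 6.5 mM cAMP.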
Active calls of the source: *; i = inactive; ? = inconclusive; nt = no result given; [ ] = remark or other dose. Unless noted, calls come from the whole dose curve; as a rule, active = well fitted curve in the direction sought with a large enough effect; inconclusive = small, poorly fitted or top-dose-only effect, or another doubt; inactive = no such curve, though single readings can be large; an effect the other way counts as inactive or inconclusive. The list is partial; count on the stated rates, not on these rows.

Results follow in this order: PLK1 PBD inh	IL-2 act	EPAC1 antagonist	GLP1R inv ag	GLP1R ag	PI5P4Ka inh	PTHR1 agonist	GLP1R cytotox	EPAC1 agonist
COCCn1c(SCC(=O)NC2CCCC(C)C2C)nc2ccccc2c1=O (stereo not given)
 : -1.3%	-2.3	-3.1%	?	7.0%	-7.5	-13.4%	-2.4%	-4.7%
O=c1cc(S(=O)(=O)Cc2ccccc2)[nH]c(=O)[nH]1
 : -19.8%	-0.6	2.3%	5.4%	-1.0%	-65.7*	i	-9.1%	3.9%
Cc1cc(NS(=O)(=O)c2ccccc2)c(C)c(Cl)c1O
 : -0.3%	-0.2	-3.2%	14.6%	1.0%	-0.6	-20.3%	57.2%[activator]	10.1%
O=C(CN1C(=O)NC2(CCCc3ccccc32)C1=O)c1ccccc1F (stereo not given)
 : 7.2%	-0.6	-8.1%	-10.2%	4.5%	-6.9	i	8.7%	1.1%
COCc1cn(-c2nc3ccccc3s2)nn1
 : 6.4%	0.7	22.5%	32.7%	1.8%	-1.9	i	-17.7%	-5.3%
C[C@H](c1ccccc1)n1nnc(COCc2ccccc2)c1C#CCOCc1ccccc1
 : 6.2%	-0.5	-14.4%	?	6.8%	2.5	i	6.8%	-6.8%
COc1cc2oc3cc(C)oc(=O)c3c2cc1OC
 : -5.8%	-1.9	-14.4%	90.8%[activator]	22.4%	2.4	-20.0%	-8.5%	-1.7%
CC(=O)c1ccc(NC(=O)CCc2c(C)nc3c(c2C)c(=O)n(C)c(=O)n3C)cc1
 : nt	nt	nt	10.5%	0.3%	nt	-49.9%[inhibitor]	-3.7%	nt
O=Cc1ccccc1OS(=O)(=O)c1ccccc1
 : -5.0%	2.9	-16.5%	-18.3%	17.7%	1.5	-18.4%	-3.1%	-5.5%
O=C(COc1ccc(Cl)cc1Cl)Nc1ccccn1
 : -11.6%	-3.2	0.1%	?	-23.7%	nt	-20.8%[57.5 µM]	1.7%	3.0%

The listing continues.
Results follow in this order: PLK1 PBD inh	IL-2 act	EPAC1 antagonist	GLP1R inv ag	GLP1R ag	PI5P4Ka inh	PTHR1 agonist	GLP1R cytotox	EPAC1 agonist
O=C(NCc1ccccc1F)C1CCN(c2nnc(-n3cccc3)s2)CC1
 : nt	nt	nt	-15.9%	4.4%	nt	-2.4%	-14.6%	nt
COc1ccc(CCNC(=O)c2cc(-c3ccccc3)c(N3CCOCC3)s2)cc1OC
 : -6.1%	-3.2	-24.5%	?	-0.2%	-4.4	-6.2%	?	-3.2%
O=C(COc1ccc(S(=O)(=O)NCc2ccccc2)cc1)N1CCOCC1
 : -2.1%	-1.3	-1.7%	0.0%	9.7%	nt	-9.6%[57.5 µM]	15.1%	2.9%
N#C/C(=C\c1c(N2CCC(C(N)=O)CC2)nc2ccccn2c1=O)S(=O)(=O)c1ccccc1
 : -1.8%	-0.9	2.7%	0.5%	-3.5%	-3.5	-25.2%	-6.3%	-10.5%
CCOc1ccc(C(=O)NC(=S)NC2CCCC2)cc1[N+](=O)[O-]
 : -2.8%	-0.3	5.1%	?	0.0%	9.5	-22.8%	?	2.0%
COc1cc(C(=S)N2CCOCC2)ccc1OC(=O)c1cc(OC)c(OC)c(OC)c1
 : ?	-2.3	-8.8%	1.3%	-5.4%	1.1	-23.6%	3.2%	0.0%
Clc1cc(CSc2ccccc2)nc(-c2ccccc2)n1
 : -28.9%	-1.0	0.4%	3.2%	4.7%	2.9	i	-5.0%	3.4%
COc1cc2cc(C)c(SCC(=O)N3CCN(C(=O)c4ccco4)CC3)nc2cc1OC
 : -18.3%	-3.0	-0.3%	207.2%[activator]	?	0.1	-13.2%	2.9%	10.5%
CC1(c2nc3ccccc3[nH]2)CCCC2=Nc3ccccc3CN21 (stereo not given)
 : -13.1%	1.4	-19.6%	-8.3%	-1.4%	-2.1	-21.8%	1.2%	2.2%
CCc1ccc(-c2c(C)sc(NC(C)=O)c2C(N)=O)cc1
 : 26.7µM*	0.2	-38.0%	-4.1%	?	-10.6	i	-22.2%	4.5%

Carrying on.
Results follow in this order: PLK1 PBD inh	IL-2 act	EPAC1 antagonist	GLP1R inv ag	GLP1R ag	PI5P4Ka inh	PTHR1 agonist	GLP1R cytotox	EPAC1 agonist
COc1ccc(C2(CNC(=O)c3cccs3)CCOCC2)cc1
 : -0.6%	-2.3	-14.3%	3.6%	-0.1%	0.0	-10.7%	8.7%	6.7%
COc1ccc(/C=N/NC(=O)c2ccccc2O)cc1Cn1cc([N+](=O)[O-])cn1
 : -9.6%	-2.0	20.4%	1.0%	0.1%	-6.1	?	1.7%	-14.7%
CCCNC(=O)Nc1nccs1
 : -8.0%	-2.3	0.0%	19.0%	-11.0%	-1.5	i	3.3%	0.0%
CCOc1ccc(CN2CCN(Cc3nc4c(s3)CCCC4)CC2CCO)cc1 (stereo not given)
 : 2.1%	-0.1	21.3%	-13.5%	2.8%	-5.5	-8.3%	5.0%	5.2%
Cc1ccc(S(=O)(=O)NC(CC(C)C)C(=O)N2CCC(C)CC2)cc1 (stereo not given)
 : -2.1%	-2.8	5.7%	-22.2%	5.4%	1.3	-0.2%	1.8%	1.1%
Brc1cccc(OCCCNC2CCCC2)c1
 : -3.5%	-0.3	-0.4%	?	-0.4%	0.8	-8.9%	-10.5%	2.3%
CCCCNC(=O)c1ccc(-n2c(=S)[nH]c3ccccc3c2=O)cc1
 : -8.7%	1.7	2.1%	11.5%[7.66 µM]	-2.6%	1.8	i	10.7%[7.66 µM]	-4.8%
CCn1c(CNS(=O)(=O)c2ccc(Br)cc2)n[nH]c1=S
 : -4.1%	-3.0	12.8%	7.6%	-4.7%	-3.8	-21.9%	-23.7%	-3.5%
NS(=O)(=O)c1ccc(Nc2ccc3nonc3c2[N+](=O)[O-])cc1
 : -10.4%	0.4	-12.2%	17.8%	-3.3%	0.1	i	-27.8%	10.0%
O=C(O)C1CCCN(S(=O)(=O)c2cccc3cccnc23)C1 (stereo not given)
 : -10.3%	-0.1	-2.9%	2.9%	-4.0%	-8.1	-8.5%	?	-16.0%

(more compounds)
Results follow in this order: PLK1 PBD inh	IL-2 act	EPAC1 antagonist	GLP1R inv ag	GLP1R ag	PI5P4Ka inh	PTHR1 agonist	GLP1R cytotox	EPAC1 agonist
C#CCOCCOCCOCCNc1nc(N2CCN(C(=O)[C@H]([C@@H](C)CC)n3cc([C@@H](N)Cc4ccc(O)cc4)nn3)CC2)nc(N2CCN(C(=O)[C@H](CCCCN)n3cc([C@@H](N)C(C)CC)nn3)CC2)n1 (stereo not given in full)
 : -5.8%	-0.2	-3.5%	18.4%	-1.5%	-27.4	i	-16.8%	2.9%
COc1ccc([C@H]2CC(=O)C=C(c3ccc(C(F)(F)F)c(C(F)(F)F)c3)C2)cc1OC
 : 1.4%	-0.4	-16.7%	15.3%	-5.7%	14.0	-15.3%	1.3%	-4.2%
COc1cc(NS(=O)(=O)c2ccc(NC(=S)NC(=O)c3sc4ccccc4c3Cl)cc2)ncn1
 : 15µM*	1.4	27.4%	13.3%	-0.9%	?	-28.4%	-1.0%[1.53 µM]	5.2%
CCOC(=O)C1=C(CN2CCSCC2)NC(=O)NC1c1ccc2c(c1)OCO2 (stereo not given)
 : 0.4%	-1.3	-10.6%	3.3%	14.9%	-6.7	-13.6%	?	-2.4%
COC(=O)c1ccc(CSc2cc(C)c3cccc(C)c3n2)o1
 : -5.4%	-0.4	3.1%	11.9%	16.7%	16.6	i	-1.3%	15.7%
O=C(O)c1ccccc1-c1ccc(/C=c2\sc3nc4cc(Br)cnc4n3c2=O)o1
 : ?	0.0	?	0.5%	-8.9%	nt	i	3.3%	18.9%
CCCCCC(/C=N/Nc1ccc(S(=O)(=O)N2CCOCC2)cc1[N+](=O)[O-])=C\c1ccccc1
 : -1.5%	-2.8	11.3%	0.0%	-2.8%	2.3	i	-6.9%	10.3%
Cc1ccc(C(=O)N/C(=C\c2ccccc2)C(=O)OCc2ccccc2)cc1
 : 2.7%	-1.2	-10.8%	?	16.2%	-3.7	-4.4%	6.3%	-18.6%
COCCN(C(=O)Cn1nnc2ccccc21)C(C(=O)NC1CCCC1)c1cc(OC)ccc1OC (stereo not given)
 : -0.1%	-0.4	4.4%	10.0%	1.5%	2.3	27.7%[57.5 µM]	-19.0%	-2.6%
COc1cccc(OCC(=O)N(C)Cc2nc(-c3cccc(C)c3)no2)c1
 : -9.5%	-2.4	-20.2%	?	7.0%	5.7	-27.8%	4.8%	2.7%

(cont.)
Results follow in this order: PLK1 PBD inh	IL-2 act	EPAC1 antagonist	GLP1R inv ag	GLP1R ag	PI5P4Ka inh	PTHR1 agonist	GLP1R cytotox	EPAC1 agonist
Cn1c(N)c(C(=O)CSc2nc3ccccc3c(=O)n2CCCN2CCOCC2)c(=O)n(C)c1=O
 : 1.3%	-0.5	-0.9%	12.8%	-1.0%	-2.4	-22.6%	-8.6%	-5.8%
COC(=O)C(NC(C)=O)(Nc1nc2ccc(C)cc2s1)C(F)(F)F (stereo not given)
 : -5.1%	-1.4	1.2%	-21.2%	10.2%	5.3	-9.1%[57.5 µM]	-9.2%	-10.1%
Cc1nccn1CC(=O)N/N=C/c1c[nH]c2ccccc12
 : -9.9%	-2.6	?	-10.7%	3.2%	6.2	4.1%	-17.0%	1.7%
CN(C)CCNc1ccc(-c2nn(C)c(=O)c3ccccc23)cc1[N+](=O)[O-]
 : -13.7%	-0.5	-11.1%	0.5%	14.6%	4.7	25.5%	-14.5%	-1.4%
O=C(c1nn2c(C(F)(F)F)cc(-c3cccs3)nc2c1Cl)N1CCCc2ccccc21
 : -16.6%	-0.2	-13.7%	?	6.7%	-2.2	i	85.5%[activator]	3.0%
O=C(NC(=S)N1CCCc2ccccc21)c1ccc(Cl)cc1
 : 26.7µM*	-0.3	9.1%	-19.0%	12.0%	-21.3	i	3.2%	-0.3%
